Bioassay records: PubChem, National Center for Advancing Translational Sciences (NCATS)
SMN2 splice enh: qHTS Assay for Enhancers of SMN2 Splice Variant Expression. HEK293 SMN2-luciferase splicing reporter, luminescence, 30-36 h. Potency, µM (titrated, usually from 46.1 µM), for the others: at the highest dose activity change, positive = activation, most hits filed as activators. 210,000 tested, 2.8% active. AID 1458, 2008; note: % of control where 0% means no effect; nearly all actives have a fitted effect of over 55% in size
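HEK293 cells carry an SMN2 […]–luciferase reporter in which exon 7 inclusion puts luciferase in frame. Cells were plated 10-12 h before compound addition, then incubated 30-36 h at 37C. ONE-Glo luminescence was read; sodium butyrate at 4.5 mM final served as control.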
NPSR antagonist: qHTS Assay for Antagonists of the Neuropeptide S Receptor: cAMP Signal Transduction; 220,000 tested, 1% active; Potency, µM (doses to about 38.3 µM), inactives show top-dose activity change, negative = inhibition, usual class: inhibitors; CHO-NPSR cells, cAMP TR-FRET, antagonist mode; Q6W5P4; note: % is set by controls: 0 for no effect and ±100 for the full control effect; nearly all actives have a fitted effect of over 50% in size; many of its hits are not listed in these tables
JMJD2E inh: qHTS Assay for Inhibitors of Human Jumonji Domain Containing 2E (JMJD2E); Lysine-specific demethylase 4E (Homo sapiens), B2RXH2; JMJD2E catalytic domain, FDH-coupled NADH fluorescence (FDH is formaldehyde dehydrogenase); Potency, µM (highest dose often 57.1 µM), inactives show at the top dose activity change, negative = inhibition, hits mostly inhibitors; 230,000 tested, 1.6% active; AID 2147, 2009; active = well fitted inhibition curve with a large enough effect, not every such curve was filed as active; inconclusive = small, poorly fitted or top-dose-only effect, or another doubt; inactive = no such curve, though single readings can be large or run the other way;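 note: 0% = wells with enzyme and -100% = buffer wells without enzyme; nearly all actives have a fitted effect of over 50% in size; many of its hits are not listed in these tables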
Target sequence (B2RXH2 1-337 limits assumed): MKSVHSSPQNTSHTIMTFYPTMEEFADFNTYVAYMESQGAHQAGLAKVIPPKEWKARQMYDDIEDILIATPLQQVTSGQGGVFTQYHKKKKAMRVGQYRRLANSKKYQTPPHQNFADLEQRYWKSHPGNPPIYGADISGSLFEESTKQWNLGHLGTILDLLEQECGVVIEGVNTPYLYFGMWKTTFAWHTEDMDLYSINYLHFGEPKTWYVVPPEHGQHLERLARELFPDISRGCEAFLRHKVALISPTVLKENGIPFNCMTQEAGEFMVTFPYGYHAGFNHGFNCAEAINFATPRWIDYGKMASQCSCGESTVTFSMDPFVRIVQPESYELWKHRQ
Luc counter: Counterscreen for Luciferase (Kinase-Glo TM) Inhibition; Luciferin 4-monooxygenase (Photuris pensylvanica), Q27757; Potency, µM (doses to about 38.3 µM), for the others: top-dose activity change, negative = inhibition, usual class: inhibitors; 200,000 tested, 0.28% active; AID 1379, 2008; Kinase-Glo luciferase, ATP luminescence, 8 min; note: % is set by controls: 0 for no effect and ±100 for the full control effect; nearly all actives have a fitted effect of over 60% in size
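Compounds were added to a substrate mix at pH 7.2 (50 mM imidazole, 10 uM ATP, within the enzyme's linear range), followed by Kinase-Glo detection reagent; luminescence was measured after 8 minutes at ambient temperature.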
RGS12 GoLoco inh: qHTS Assay for Inhibitors of RGS12 GoLoco Motif Activity (Red Fluorophore); Guanine nucleotide-binding protein G(i) subunit alpha-1 (Homo sapiens), P63096; Gai1:RGS12 GoLoco peptide FP, rhodamine, 10 min; 230,000 tested, 0.44% active; Potency, µM (series often up to 61.6 µM), inactives show top-dose activity, negative = inhibition, most hits filed as inhibitors; active = well fitted inhibition curve with a large enough effect, not every such curve was filed as active; inactive = no such curve, though single readings can be large or run the other way; note: % is set by controls: 0 for no effect and ±100 for the full control effect; nearly all actives have a fitted effect of over 30% in size; many of its hits are not listed in these tables
RECQ1 inh: qHTS Assay for Inhibitors of RecQ-Like Dna Helicase 1 (RECQ1); ATP-dependent DNA helicase Q1 (Homo sapiens), P46063; RECQ1 DNA unwinding, red fluorescence kinetic read; Potency, µM (top dose mostly 57.3 µM), for the others: at the top dose activity, negative = inhibition, actives largely listed as inhibitors; 240,000 tested, 0.54% active;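 note: plate controls were vehicle for no effect and no enzyme for full effect; nearly all actives have a fitted effect of over 30% in size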
Target sequence (P46063 whole entry, looked up): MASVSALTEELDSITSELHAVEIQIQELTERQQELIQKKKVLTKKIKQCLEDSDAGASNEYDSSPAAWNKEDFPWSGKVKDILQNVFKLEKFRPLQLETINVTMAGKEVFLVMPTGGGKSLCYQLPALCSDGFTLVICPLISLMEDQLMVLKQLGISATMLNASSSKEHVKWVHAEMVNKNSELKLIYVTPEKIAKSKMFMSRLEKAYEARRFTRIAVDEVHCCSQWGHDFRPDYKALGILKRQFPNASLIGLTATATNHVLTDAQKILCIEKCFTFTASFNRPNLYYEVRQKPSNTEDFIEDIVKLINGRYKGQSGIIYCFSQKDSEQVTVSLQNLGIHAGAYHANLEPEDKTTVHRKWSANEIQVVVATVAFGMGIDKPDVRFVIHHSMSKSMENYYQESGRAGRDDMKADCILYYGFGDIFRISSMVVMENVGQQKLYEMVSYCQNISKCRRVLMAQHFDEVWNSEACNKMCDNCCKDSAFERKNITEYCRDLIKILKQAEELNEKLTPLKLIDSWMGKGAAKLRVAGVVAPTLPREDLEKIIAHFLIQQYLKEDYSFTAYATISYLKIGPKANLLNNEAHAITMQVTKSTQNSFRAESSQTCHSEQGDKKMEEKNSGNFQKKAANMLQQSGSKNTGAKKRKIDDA
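RECQ1T1 50 nM; forked duplex (20 bp + 30-nt ss tails) 200 nM, ATP 2 mM final; pH 8.0, 2 mM MgCl2, 2.5 ug/ml poly(dI-dC); 15 min compound preincubation; discontinuous kinetic read over 2 h at RT.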
IMPase Li inh: qHTS Assay for Identifying the Cell-Membrane Permeable IMPase Inhibitors: Potentiation with Lithium; CHO-M1 cells, IP1 TR-FRET (IP-One), carbachol + lithium; Potency, µM (series often up to 59.4 µM), for inactives: at the top dose activity, negative = IMPase inhibition, most hits filed as inhibitors; 210,000 tested, 0.35% active;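 note: IP1 builds up when IMPase is blocked and the TR-FRET signal falls; plate controls were basal vehicle for no effect and high inhibitor control for full effect; nearly all actives have a fitted effect of over 50% in size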
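CHO-M1, 2000 cells/well, 16–30 h culture; cpd + low Li+, 30 min 37C; lysis with d2-IP1/Eu-anti-IP1 Ab, 10 min RT; TR-FRET 665/620 ratio and 620 channel; AC50 via Hill.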
Epigenetic derep: Quantitative High-Throughput Screen for Regulators of Epigenetic Control; Potency, µM (top dose mostly 53.9 µM), inactives show at the highest dose GFP activation, most hits filed as activators; AID 1865, 2009; 280,000 tested, 0.2% active; murine LDR cells, GFP reporter derepression, 30 h; note: % of control where 0% means no effect; nearly all actives have a fitted effect of over 60% in size
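Murine LDR cells carrying a silenced, genomically integrated CMV-driven GFP reporter were exposed to compound for 30 hours at 37 C. After PBS washes, GFP-positive cells (20–120 um objects) were counted by laser-scanning microplate cytometry.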
Starred values were filed as active, the others as inactive; i = inactive; ? = inconclusive; . = no result given; [ ] = remark or other dose. Unless noted, calls come from the whole dose curve; as a rule, active = well fitted curve in the direction sought with a large enough effect; inconclusive = small, poorly fitted or top-dose-only effect, or another doubt; inactive = no such curve, though single readings can be large; an effect the other way counts as inactive or inconclusive. Potency is the fitted concentration of half-maximal effect. Some of the compounds tested. The share of hits here may be higher or lower than overall.

SMILES | SMN2 splice enh | NPSR antagonist | JMJD2E inh | Luc counter | RGS12 GoLoco inh | RECQ1 inh | IMPase Li inh | Epigenetic derep
O=c1[nH]c(SCc2cccc(Cl)c2)nc2c1CCCC2 | . | -2%[46.1 µM] | 1% | . | . | i | . | 0.0%
O=c1cc(N=Nc2ccc(O)cc2)[nH]c(=O)[nH]1 | -25%[9.22 µM] | . | . | -10%[7.66 µM] | 29%[14.2 µM] | . | 15% | .
COc1ccc(NC2=C(C(C)=O)C(c3ccc(OC)c(OC)c3)C(C(C)=O)C(C)(O)C2)cc1 (stereo unspecified) | -38%[inhibitor] | -11%[46.1 µM] | -3% | -1% | 4% | i | 3% | 0.0%
Cc1ccc2nc(Cl)c3nnnn3c2c1 | -6% | 3% | ? | -1% | -17% | -12% | 2% | 0.1%
Cn1c(=O)c2[nH]c(CN3CCN(Cc4ccccc4)CC3)nc2n(C)c1=O | 14% | 10%[46.1 µM] | -5% | -1% | 1% | -3% | 12%[38.3 µM] | -0.1%
CCNC(=O)C1CCCc2c1[nH]c1ccc(Cl)cc21 (stereo unspecified) | -9% | 45% | -2% | -3% | 1% | 8% | -2% | 0.2%
Cc1ccc(C)c(S(=O)(=O)N2CCN(C(C(=O)Nc3ccc(F)cc3)c3ccccc3)CC2)c1 (stereo unspecified) | -5% | -6% | -2% | -1% | -7% | i | 5% | -2.4%
CC(Oc1ccc(Cl)cc1)c1ccc(C#N)c(=O)[nH]1 (stereo unspecified) | 1% | -6% | ? | 0% | 3% | 2% | 23% | -1.1%
CCOC(=O)N1CCN(C(=O)Cc2cccs2)CC1 | 20% | -1%[46.1 µM] | 4% | 2% | 12% | i | 25%[38.3 µM] | -1.0%
Cc1cc(NC(=O)c2ccccc2NS(=O)(=O)c2c(C)c(C)cc(C)c2C)no1 | -3% | -12%[46.1 µM] | ? | 9% | -7% | -3% | -21%[38.3 µM] | -0.3%
Cc1sc(NC(=O)C2C3CCC(O3)C2C(=O)O)nc1-c1ccc(CC(C)C)cc1 (stereo unspecified) | 20% | -8% | ? | 0% | 11% | -5% | -4% | -1.9%
CC(C)C(=O)Nc1cccc(-c2cn3ccccc3n2)c1 | -5%[1.84 µM] | 18% | ? | -2% | 9% | -3% | -2% | 3.8%
CN1C(=S)SC(C)(C)C1/[N+]([O-])=C/c1cccnc1 (stereo unspecified) | 13% | -4%[46.1 µM] | 6% | 2% | 6% | 0% | 29%[38.3 µM] | -1.0%
CC(=O)Nc1ccc(S(=O)(=O)NNC(=O)c2cc3c4ccccc4n(C)c3s2)cc1 | -23% | -4%[46.1 µM] | ? | -1% | 11% | -7% | -3%[38.3 µM] | -1.2%
CC(C)N1CCN(Cc2cccn2-c2cccnc2)CC1CCO (stereo unspecified) | 2% | -20% | 0% | 0% | 15% | -10% | 10% | 4.4%
CCOc1ccc(S(=O)(=O)N/N=C(\C)c2ccc(Cl)c(Cl)c2Cl)cc1 | 0% | -43% | -5% | 1% | -12% | i | 26% | ?
Cc1cc(C)n2nc(C(=O)Nc3cccnc3)nc2n1 | 11% | -7%[46.1 µM] | 2% | -1% | -2% | -12% | 21%[38.3 µM] | -0.4%
CC(=O)N1CC=CC1(CC(C)C)C(=O)NCc1ccc(C)o1 (stereo unspecified) | -1% | . | 2% | 0% | -32% | i | -6% | 0.4%
COc1cc(C(=S)N2CCN(c3ccccc3Cl)CC2)cc(O)c1O | -71%[inhibitor] | -7% | 7% | -4% | 93%[activator] | -6% | 31%[activator] | -1.5%
Cc1cnc(NC(=O)CSc2nnc(-c3cccs3)n2C)s1 | 4% | -10%[46.1 µM] | 4% | 1% | -4% | i | -7%[38.3 µM] | -2.4%
CCNc1c([N+](=O)[O-])c(=O)n(CC)c2ccccc12 | . | 4% | 2% | . | 1% | -7% | . | 0.1%
CC1(C)Cn2c(nc(=O)c3c2NCN(CCc2ccccc2)C3)S1 | 12% | 11% | -7% | -2% | 0% | -1% | 7% | -1.3%
N#Cc1c(NCCO)nc(NCc2ccccc2)c2c1CCN(Cc1ccccc1)C2 | 23% | ? | ? | -4% | 4% | -6% | 2%[38.3 µM] | 0.0%
Cn1c(NC(=O)CC2CCCCC2)cc(=O)n(C)c1=O | . | 2% | 21% | . | 2% | i | . | 1.1%
Brc1ccccc1CN1CCC(N2CCCCC2)CC1 | 14% | 21%[46.1 µM] | 2% | 2% | -6% | ? | 31%[activator][38.3 µM] | -5.8%
N#CC(c1ccccc1)c1cccc(Cl)n1 (stereo unspecified) | -9% | 9% | 6% | 1% | 11% | -9% | 7% | 0.3%
Cc1ccc(-c2cc(C(=O)NCCCn3ccnc3)c3cc(Br)ccc3n2)o1 | -6% | 6%[46.1 µM] | ? | -1% | -12% | -20% | -27% | 2.6%
Cc1cccc(C)c1NC(=O)CSC(=S)N1CCCC1 | 0% | 7% | 8% | 2% | -3% | -13% | 5% | -2.3%
Cc1cc(C)c(C#N)c(=N)o1 | 13% | 13%[46.1 µM] | ? | -3% | 22µM* | 7% | 7%[38.3 µM] | -9.0%
Cc1cccc(CN2CCCC(C(=O)N3CCc4ccccc4C3)C2)c1 (stereo unspecified) | 8% | 10%[46.1 µM] | -11% | -2% | -11% | 7% | 15%[38.3 µM] | 0.1%
COC(=O)CCSCC(=O)Nc1ccc(C)c(S(=O)(=O)N2CCCCC2)c1 | . | 8% | -3% | . | -9% | -4% | . | 1.1%
CCOC(=O)N1CCC(N2CCN(S(=O)(=O)c3ccc(C)cc3)CC2)CC1 | -28% | -5%[46.1 µM] | ? | -3% | -9% | -5% | 39%[activator][38.3 µM] | 2.6%
COc1ccc(-c2cnnc(N/N=C/c3ccc(C)o3)n2)cc1 | -3% | -9% | -3% | 0% | 24% | 6% | 4% | 0.8%
CCOCc1nnc(NC(=O)c2cc(OC)c(OC)cc2[N+](=O)[O-])s1 | -3% | 3% | 7% | 6% | 10% | i | 0% | -0.1%
Cc1ccc(C(=O)N2CCN(c3ccccc3)CC2)cc1C | 26% | -9%[46.1 µM] | 2% | 2% | 0% | -16% | 6%[38.3 µM] | 0.0%
COc1ccc(C/C(C)=N/NS(=O)(=O)c2ccc(Br)cc2)cc1 | . | 13% | ? | . | -1% | -11% | -4% | 0.0%
C=CCC1(/C=N/O)CCOC(C)(C)C1 (stereo unspecified) | . | 14% | 0% | . | -2% | 9% | . | 0.1%
CCO[C@H]1OC(C(=O)O)=C[C@@H](c2csc3ccccc23)[C@@H]1CCCO | . | ? | 1% | . | 2% | -10% | 0% | 3.0%
N#CC(c1ccc(Cl)cc1)c1ncc(C(F)(F)F)cc1Cl (stereo unspecified) | -3% | -24%[46.1 µM] | 0% | 1% | 3% | i | 8%[38.3 µM] | 1.0%
O=C(NCCC1=CCCCC1)c1ccc(Cl)cc1 | . | 12% | -1% | -13% | 32% | -5% | 9% | 0.0%
O=C(COc1ccc(Cl)cc1Br)NC(=O)NCc1ccccc1 | -18% | -3% | 1% | 0% | 13% | 0% | -3% | -1.0%
CCN1N=C(c2ccccc2)Cn2c1nc1ccccc12 | 3% | -3%[46.1 µM] | ? | -3% | 2% | i | -7%[38.3 µM] | 0.0%
O=C(Nc1cc(Cl)ccc1Cl)C1CC(=O)N(c2ccc(Br)cc2)C1 (stereo unspecified) | -23% | -18%[46.1 µM] | 3% | -3% | 66%[activator] | -12% | 23%[38.3 µM] | 0.6%
CC1(C)OC(=CC=Nc2ccc(Cl)cc2)OC1(C)C | . | ? | 2% | . | -12% | 3% | . | -2.1%
COc1ccc(Oc2c(O)c3ccccc3n(C)c2=O)cc1 | -6% | 12% | ? | 0% | -9% | i | -8% | -1.4%

Of the compounds above, two contain a nitro group on carbon:
SMILES | SMN2 splice enh | NPSR antagonist | JMJD2E inh | Luc counter | RGS12 GoLoco inh | RECQ1 inh | IMPase Li inh | Epigenetic derep
CCNc1c([N+](=O)[O-])c(=O)n(CC)c2ccccc12 | . | 4% | 2% | . | 1% | -7% | . | 0.1%
CCOCc1nnc(NC(=O)c2cc(OC)c(OC)cc2[N+](=O)[O-])s1 | -3% | 3% | 7% | 6% | 10% | i | 0% | -0.1%

The list continues.
SMILES | SMN2 splice enh | NPSR antagonist | JMJD2E inh | Luc counter | RGS12 GoLoco inh | RECQ1 inh | IMPase Li inh | Epigenetic derep
O=S(=O)(Nc1ccc(N2CCOCC2)cc1)c1cccs1 | -1% | 3%[46.1 µM] | -6% | -8% | 24% | i | 10%[38.3 µM] | 0.0%
CC(C)c1ccc(S(=O)(=O)N2CCN(C(C)C(=O)Nc3ccccc3-c3ccccc3)CC2)cc1 (stereo unspecified) | -16% | -21% | -2% | -4% | 5% | -6% | 0% | -1.3%
CCn1nc(C)cc1C(=O)N1CCCC(C(=O)c2cccc(OC)c2)C1 (stereo unspecified) | . | -11% | -8% | 4% | -3% | i | 2% | -1.1%
COc1cc(C(C(=O)NC2CCCC2)N(C(=O)Cc2cccs2)C2CC2)cc(OC)c1OC (stereo unspecified) | -6% | -3% | 2% | -1% | 3% | i | 5% | -0.8%
CS(=O)(=O)N(CC(=O)Nc1ccc2c(c1)OCCO2)c1ccc2c(c1)OCO2 | -1% | 11%[46.1 µM] | -7% | 2% | -7% | -7% | 19%[38.3 µM] | 0.9%
Cn1cc(CNC(=O)CC2C(=O)NCCN2CC(C)(C)C)cn1 (stereo unspecified) | . | -10% | ? | 5% | -27% | -1% | -2% | 5.6%
COc1ccc(-c2csc(NC(=O)CN3C(=O)CCC3=O)n2)cc1 | 28% | 3% | 10% | 1% | 3% | 0% | 6% | -2.9%
CC1CCc2c(nc3nc[nH]n3c2=O)C1 (stereo unspecified) | 13% | -7%[46.1 µM] | 3% | -5% | 8% | i | 11%[38.3 µM] | -0.2%
